Source: PubChem
DUSP3 inh = VHR1 phosphatase inhibitors, primary screen, biochemical, absorbance, uHTS | Dual specificity protein phosphatase 3 (Homo sapiens), P51452 | recombinant VHR phosphatase, pNPP absorbance | inhibition, % at 13.3 µM | AID 1654, 2009 | actives 0.52% (n = 290,000); in the data active = inhibition above about 50%; also: some compounds called inactive have numbers as strong as hits
Target sequence (P51452 whole entry, looked up): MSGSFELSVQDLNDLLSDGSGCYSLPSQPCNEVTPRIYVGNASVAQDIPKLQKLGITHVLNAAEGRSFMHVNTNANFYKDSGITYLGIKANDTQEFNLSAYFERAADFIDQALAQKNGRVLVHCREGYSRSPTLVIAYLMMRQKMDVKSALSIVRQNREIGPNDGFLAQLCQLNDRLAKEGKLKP
Mtb UGM inh = M. tuberculosis UGM enzyme inhibitors, primary screen, biochemical, fluorescence polarization, single point | UDP-galactopyranose mutase (Mycobacterium tuberculosis (strain ATCC 25618 / H37Rv)), … | purified UGM, fluorescence polarization probe displacement | inhibition, % at 10 µM | actives 0.06% (n = 320,000) | AID 504406, 2011; in the data active = inhibition above about 10%, passing the limit was not always enough; inconclusive = no clear call, values can overlap the other calls
MazEF act = activators of E. coli MazEF toxin-antitoxin RNase, primary screen, biochemical, fluorescence, uHTS; FAM/BHQ RNA-DNA oligo cleavage fluorescence, 5 h; activation, % at 20 µM; actives 0.32% (n = 350,000); in the data active = activation above about 50%
Target sequence (P0AE70 whole entry, looked up): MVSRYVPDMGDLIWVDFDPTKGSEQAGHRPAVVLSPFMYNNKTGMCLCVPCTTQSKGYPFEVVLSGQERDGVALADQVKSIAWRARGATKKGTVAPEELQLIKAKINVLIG
BoNT-F LC inh = BoNT/F light chain protease inhibitors, primary screen, biochemical, flow cytometry, MLPCN library; actives 0.22% (n = 360,000); Multiplex microsphere protease cleavage assay; inhibition, % at 10 µM; in the data active = inhibition above about 35%, passing the limit was not always enough; inconclusive = no clear call, values can overlap the other calls; also: plate controls were buffer without enzyme for full effect and enzyme alone for no effect
GDH-TPI inh = GDH-TPI coupling enzyme inhibitors, primary screen, artefact control for M. tuberculosis FBA inhibitor project, biochemical, absorbance, full deck; GDH-TPI coupled enzyme counterscreen, NADH absorbance; inhibition, % at 4.8 µM; actives 1.2% (n = 360,000);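 also: 0% = DMSO wells and 100% = wells lacking the enzyme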
Mtb BioA inh = M. tuberculosis BioA enzyme inhibitors, primary screen, biochemical, plate reader, single point, HTS; 7,8-diaminopelargonic acid synthase BioA (Mycobacterium tuberculosis); purified M. tuberculosis BioA enzyme; inhibition, % at 9.99 µM; actives 0.096% (n = 360,000); in the data active = inhibition above about 40%; inconclusive = no clear call, values can overlap the other calls
Mtb FBA inh = Mtb FBA enzyme inhibitors, primary screen, biochemical, fluorescence, strain H37Rv; Fructose-bisphosphate aldolase (Mycobacterium tuberculosis (strain ATCC 25618 / H37Rv)), …; purified M. tuberculosis FBA, fluorescence read-out; inhibition, % at 1 µM; actives 2.3% (n = 360,000); in the data active = inhibition above about 27%;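 also: 0% = vehicle and 100% = reference inhibitor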
Target sequence (P9WQA3 whole entry, looked up): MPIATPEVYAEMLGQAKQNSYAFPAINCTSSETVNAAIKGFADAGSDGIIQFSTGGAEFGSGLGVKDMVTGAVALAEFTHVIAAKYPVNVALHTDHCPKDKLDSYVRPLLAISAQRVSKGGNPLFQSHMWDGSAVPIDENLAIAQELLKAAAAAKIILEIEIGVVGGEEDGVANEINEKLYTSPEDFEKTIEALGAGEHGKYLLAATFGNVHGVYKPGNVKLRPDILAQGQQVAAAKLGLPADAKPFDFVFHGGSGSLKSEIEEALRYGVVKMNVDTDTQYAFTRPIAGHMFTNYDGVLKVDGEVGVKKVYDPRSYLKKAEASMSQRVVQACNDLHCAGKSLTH
FadD28 binding = inhibitors of FadD28 bisubstrate probe binding, primary screen, biochemical, fluorescence polarization, single point | Mycobacterium tuberculosis FadD28 fatty-acid-AMP ligase | inhibition, % at 12.5 µM | actives 0.22% (n = 360,000) | AID 588549, 2011; in the data active = inhibition above about 8.5%, passing the limit was not always enough; inconclusive = no clear call, values can overlap the other calls
CCHFV vOTU inh = CCHFV vOTU protease inhibitors, primary screen, biochemical, Pep-AMC substrate, fluorescence; inhibition, % at 11.5 µM; Crimean-Congo hemorrhagic fever virus L polyprotein viral ovarian tumor (vOTU) protease …; actives 0.55% (n = 370,000); AID 651958, 2012; also: 0% = vehicle wells with enzyme and 100% = no enzyme wells
Rv3671c inh = Rv3671c serine protease inhibitors, primary screen, biochemical, fluorescence polarization, M. tuberculosis H37Rv. actives 0.048% (n = 320,000). inhibition, % at 5.96 µM. AID 2606, 2010. P9WHR9; in the data active = inhibition above about 38%;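 also: extracellular domain of Rv3671c used as enzyme; 0% = enzyme with DMSO and 100% = no enzyme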
Target sequence (P9WHR9 whole entry, looked up, the tested form may be a part): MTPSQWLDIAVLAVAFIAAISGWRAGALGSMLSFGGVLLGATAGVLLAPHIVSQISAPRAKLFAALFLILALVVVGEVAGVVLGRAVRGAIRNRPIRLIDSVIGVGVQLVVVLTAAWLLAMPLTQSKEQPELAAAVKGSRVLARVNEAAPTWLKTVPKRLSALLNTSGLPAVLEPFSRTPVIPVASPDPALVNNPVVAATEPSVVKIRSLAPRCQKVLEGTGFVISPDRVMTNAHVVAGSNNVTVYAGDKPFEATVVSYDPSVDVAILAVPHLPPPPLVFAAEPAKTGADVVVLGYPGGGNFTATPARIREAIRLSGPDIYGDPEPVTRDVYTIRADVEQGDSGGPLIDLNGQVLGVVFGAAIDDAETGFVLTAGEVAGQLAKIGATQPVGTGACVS
Active calls of the source: *. Rule as the data show it, unless noted: active = inhibition above about 30%; inactive = the rest.

Screening Cc1ccc(O)c(NC(=O)c2onc(C)c2Cl)c1 returned DUSP3 inh -3, Mtb UGM inh 0.8, MazEF act 2, BoNT-F LC inh -12, GDH-TPI inh 6, Mtb BioA inh -1.0, Mtb FBA inh 4, FadD28 binding 0.1, CCHFV vOTU inh -13 and Rv3671c inh -2.
For CSc1ccccc1C(=O)NCC(c1ccco1)N(C)C (stereo not given) the results were DUSP3 inh 18, Mtb UGM inh -1.0, MazEF act 4, BoNT-F LC inh 8, GDH-TPI inh -6, Mtb BioA inh 0.1, Mtb FBA inh -5, FadD28 binding -4.7, CCHFV vOTU inh -4 and Rv3671c inh 4.
`CCCCCCSC1=C(C#N)C(c2ccc(C)o2)CC(=O)N1` (stereo not given) gave DUSP3 inh -1, Mtb UGM inh -0.9, MazEF act -3, BoNT-F LC inh -1, GDH-TPI inh 6, Mtb BioA inh -0.3, Mtb FBA inh -2, FadD28 binding -2.8, CCHFV vOTU inh 11 and Rv3671c inh -4.
CN(C)/C=C/C(=O)c1nnn(C2CCCCC2)c1NC1CCCCC1 was read as DUSP3 inh 14, Mtb UGM inh 0.4, MazEF act 12, BoNT-F LC inh 8, GDH-TPI inh 39*, Mtb BioA inh -2.8, Mtb FBA inh -1, FadD28 binding -5.2, CCHFV vOTU inh 7 and Rv3671c inh -7.
For CN(Cc1ccccc1)C(CNS(=O)(=O)c1ccccc1)c1ccccc1 (stereo not given) the results were MazEF act -4, BoNT-F LC inh -4, GDH-TPI inh 8, Mtb BioA inh -0.6, Mtb FBA inh 2, FadD28 binding -1.6 and CCHFV vOTU inh 4.
`COC(=O)CN1C(=S)N(c2ccccc2)C(=O)C1CC(=O)Nc1ccc(Cl)cc1` (stereo not given) gave DUSP3 inh 5, Mtb UGM inh 2.3, MazEF act 3, BoNT-F LC inh -10, GDH-TPI inh -6, Mtb FBA inh 0, FadD28 binding -2.6, CCHFV vOTU inh -2 and Rv3671c inh -6.
Screening COc1cc2c(cc1OC)CN(CC(O)c1ccccc1)CC2 (stereo not given) returned DUSP3 inh 33, Mtb UGM inh 1.9, MazEF act 0, BoNT-F LC inh 3, GDH-TPI inh 8, Mtb BioA inh 1.9, Mtb FBA inh 57*, FadD28 binding -0.3, CCHFV vOTU inh -65 and Rv3671c inh -2.
Screening CC(NC(=O)c1cccc(S(=O)(=O)N2CCc3ccccc32)c1)c1ccco1 (stereo not given) returned Mtb UGM inh 1.1, MazEF act -1, BoNT-F LC inh -5, GDH-TPI inh 4, Mtb BioA inh 0.4, Mtb FBA inh 2, FadD28 binding -0.6, CCHFV vOTU inh 14 and Rv3671c inh 3.
For O=C(COC(=O)c1ccccn1)Nc1cc(Cl)ccc1Cl the results were DUSP3 inh -10, Mtb UGM inh 0.1, MazEF act -5, BoNT-F LC inh -4, GDH-TPI inh -4, Mtb FBA inh 3, FadD28 binding -2.1, CCHFV vOTU inh 3 and Rv3671c inh -7.
For COc1ccc(CCNC(=O)C/C(C)=N/NC(=O)c2cnccn2)cc1 the results were DUSP3 inh -4, Mtb UGM inh 6.5, MazEF act -1, BoNT-F LC inh 12, GDH-TPI inh 0, Mtb BioA inh 2.3, Mtb FBA inh -4, FadD28 binding -1.4, CCHFV vOTU inh 6 and Rv3671c inh 3.

In the list so far, these contain an aryl methoxy group.
Screening COc1cc2c(cc1OC)CN(CC(O)c1ccccc1)CC2 (stereo not given) returned DUSP3 inh 33, Mtb UGM inh 1.9, MazEF act 0, BoNT-F LC inh 3, GDH-TPI inh 8, Mtb BioA inh 1.9, Mtb FBA inh 57*, FadD28 binding -0.3, CCHFV vOTU inh -65 and Rv3671c inh -2.
For COc1ccc(CCNC(=O)C/C(C)=N/NC(=O)c2cnccn2)cc1 the results were DUSP3 inh -4, Mtb UGM inh 6.5, MazEF act -1, BoNT-F LC inh 12, GDH-TPI inh 0, Mtb BioA inh 2.3, Mtb FBA inh -4, FadD28 binding -1.4, CCHFV vOTU inh 6 and Rv3671c inh 3.

The main list resumes, repeating the two entries before the break.
For O=C(COC(=O)c1ccccn1)Nc1cc(Cl)ccc1Cl the results were DUSP3 inh -10, Mtb UGM inh 0.1, MazEF act -5, BoNT-F LC inh -4, GDH-TPI inh -4, Mtb FBA inh 3, FadD28 binding -2.1, CCHFV vOTU inh 3 and Rv3671c inh -7.
For COc1ccc(CCNC(=O)C/C(C)=N/NC(=O)c2cnccn2)cc1 the results were DUSP3 inh -4, Mtb UGM inh 6.5, MazEF act -1, BoNT-F LC inh 12, GDH-TPI inh 0, Mtb BioA inh 2.3, Mtb FBA inh -4, FadD28 binding -1.4, CCHFV vOTU inh 6 and Rv3671c inh 3.
`CC(=O)N1C(=O)N(C)C2C1N(C(C)=O)C(=O)N2C` (stereo not given) gave DUSP3 inh 9, Mtb UGM inh -0.8, MazEF act 6, BoNT-F LC inh 6, GDH-TPI inh 14, Mtb BioA inh -2.5, Mtb FBA inh 1, FadD28 binding -2.1, CCHFV vOTU inh -10 and Rv3671c inh -2.
`O=C1c2ccccc2CN2C(=O)c3ccccc3CN12` gave DUSP3 inh -23, Mtb UGM inh 1.6, MazEF act 0, BoNT-F LC inh -14, GDH-TPI inh 1, Mtb BioA inh 1.9, Mtb FBA inh 1, FadD28 binding -0.3, CCHFV vOTU inh -15 and Rv3671c inh -9.
For O=[N+]([O-])c1cc(CN2CCCCCC2)ccc1O the results were DUSP3 inh -7, Mtb UGM inh -1.4, MazEF act 2, BoNT-F LC inh inconclusive, GDH-TPI inh 7, Mtb BioA inh -1.6, Mtb FBA inh -1, FadD28 binding 1.2, CCHFV vOTU inh 3 and Rv3671c inh 1.
Screening CSc1cccc(NC(=O)C2CC(=O)N(c3ccc4c(c3)OCCO4)C2)c1 (stereo not given) returned MazEF act -3, BoNT-F LC inh -4, GDH-TPI inh 9, Mtb BioA inh 3.3, Mtb FBA inh 0, FadD28 binding 1.6 and CCHFV vOTU inh 0.
Screening C=CCn1c(COc2ccc(Cl)cc2)nnc1SCC(=O)c1c(N)n(C)c(=O)n(C)c1=O returned DUSP3 inh -6, Mtb UGM inh -0.4, MazEF act -15, BoNT-F LC inh -1, GDH-TPI inh -3, Mtb BioA inh 0.8, Mtb FBA inh -4, FadD28 binding -0.9, CCHFV vOTU inh 12 and Rv3671c inh 1.
`Cc1cc(C)n(CCCNC(=O)c2ccco2)n1` gave Mtb UGM inh -0.5, MazEF act -5, BoNT-F LC inh -6, GDH-TPI inh 4, Mtb BioA inh 0.1, Mtb FBA inh 2, CCHFV vOTU inh 3 and Rv3671c inh 2.
Screening COc1ccc(/C=N/OCc2nc3c4c(ncn3n2)Oc2ccc3ccccc3c2C4c2ccccc2)cc1 (stereo not given) returned DUSP3 inh 10, Mtb UGM inh -1.3, MazEF act -30, BoNT-F LC inh 0, GDH-TPI inh 0, Mtb BioA inh -0.1, Mtb FBA inh -3, FadD28 binding -1.1, CCHFV vOTU inh -3 and Rv3671c inh 0.
For CC1CCCN(C(=O)CNS(=O)(=O)c2cccs2)C1 (stereo not given) the results were DUSP3 inh 20, Mtb UGM inh -1.7, MazEF act 7, BoNT-F LC inh 4, GDH-TPI inh -1, Mtb BioA inh -2.7, Mtb FBA inh -3, FadD28 binding -1.0, CCHFV vOTU inh -10 and Rv3671c inh 7.
`COCCN(C(=O)COC(=O)CCOc1ccccc1C)c1c(N)n(Cc2ccccc2)c(=O)[nH]c1=O` gave Mtb UGM inh 2.9, MazEF act -4, BoNT-F LC inh inconclusive, GDH-TPI inh 0, Mtb BioA inh 0.9, Mtb FBA inh -1, FadD28 binding -2.3, CCHFV vOTU inh 3 and Rv3671c inh 5.
Screening CCOC(=O)c1ccc(N2C(=O)CC(N3CC=C(c4ccc(F)cc4)CC3)C2=O)cc1 (stereo not given) returned DUSP3 inh 24, Mtb UGM inh -1.2, MazEF act -2, BoNT-F LC inh 17, GDH-TPI inh 0, Mtb BioA inh -0.1, Mtb FBA inh -10, FadD28 binding -3.0, CCHFV vOTU inh 5 and Rv3671c inh 3.
For Oc1ccc(/C=N/Nc2ccnc3cc(Cl)ccc23)c(O)c1O the results were DUSP3 inh 6, Mtb UGM inh 1.0, MazEF act 10, BoNT-F LC inh -16, GDH-TPI inh 0, Mtb BioA inh -0.8, Mtb FBA inh -3, FadD28 binding 0.6, CCHFV vOTU inh -8 and Rv3671c inh 5.
Screening C/C(=N\NC(=O)c1csc(C)c1C)c1ccc(Cl)s1 returned DUSP3 inh 0, Mtb UGM inh 1.2, MazEF act 6, BoNT-F LC inh inconclusive, GDH-TPI inh 10, Mtb BioA inh -1.2, Mtb FBA inh 0, FadD28 binding -1.2, CCHFV vOTU inh 3 and Rv3671c inh 4.
O=C(c1ccc(F)cc1)N1CCN2C(=O)c3ccccc3C12c1ccc(Cl)cc1 (stereo not given) was read as DUSP3 inh 2, Mtb UGM inh 0.8, MazEF act -9, BoNT-F LC inh -3, GDH-TPI inh -5, Mtb FBA inh 1, FadD28 binding -1.6, CCHFV vOTU inh 10 and Rv3671c inh 7.
Screening c1ccc(-c2cc3nc(NCc4cccs4)ccn3n2)cc1 returned BoNT-F LC inh 0, GDH-TPI inh -6, Mtb BioA inh 0.4, Mtb FBA inh 11, FadD28 binding -1.9 and CCHFV vOTU inh 9.
Screening Cc1cccc(NC(=O)CSc2nc3[nH]ncc3c(=O)[nH]2)c1 returned DUSP3 inh 11, Mtb UGM inh 2.0, MazEF act -2, BoNT-F LC inh 6, GDH-TPI inh 5, Mtb FBA inh 2, FadD28 binding -2.3, CCHFV vOTU inh -5 and Rv3671c inh -1.
CCOC(=O)/C=C1\SCC(=O)N1CC(=O)NC(C)c1ccc(F)cc1 (stereo not given) was read as DUSP3 inh 13, MazEF act 3, BoNT-F LC inh 5, GDH-TPI inh -1, Mtb FBA inh 0, FadD28 binding -3.2, CCHFV vOTU inh 1 and Rv3671c inh -1.
CCCCC(=O)Oc1c(S(=O)(=O)c2ccccc2)c(C)nn1C(C)(C)C was read as DUSP3 inh 13, Mtb UGM inh 0.8, MazEF act 6, BoNT-F LC inh 9, GDH-TPI inh 4, Mtb BioA inh -0.4, Mtb FBA inh 3, FadD28 binding -0.6, CCHFV vOTU inh -2 and Rv3671c inh -9.
For Cc1nc(C)n(C(C)CNC(=O)c2ccccc2)n1 (stereo not given) the results were DUSP3 inh 20, Mtb UGM inh 0.4, MazEF act 0, BoNT-F LC inh inconclusive, GDH-TPI inh 2, Mtb BioA inh -1.0, Mtb FBA inh 1, FadD28 binding 0.1 and CCHFV vOTU inh 4.
Screening Cc1ccc(Cl)cc1N1CCN(Cc2cc(=O)n3ccsc3n2)CC1 returned DUSP3 inh 20, Mtb UGM inh -2.1, MazEF act 0, BoNT-F LC inh 5, GDH-TPI inh 3, Mtb FBA inh 9, FadD28 binding -2.2, CCHFV vOTU inh 11 and Rv3671c inh -2.
Screening Cc1cc(C)n(Cc2ccccc2F)c(=O)c1C#N returned DUSP3 inh -7, Mtb UGM inh -0.2, MazEF act 9, BoNT-F LC inh 0, GDH-TPI inh -7, Mtb BioA inh 1.6, Mtb FBA inh 0, FadD28 binding 0.1, CCHFV vOTU inh 10 and Rv3671c inh -2.

Compounds were not picked by outcome. About 4.9% of those tested had a hit in this group.
